Compound activity as filed in PubChem BioAssay.
Mtb FBA inh: Mtb fructose-bisphosphate aldolase inhibition; P9WQA3; purified M. tuberculosis FBA, fluorescence read-out; inhibition, % at 1 µM; hit rate 2.3% among 360,000; AID 588726; in the data active = inhibition above about 27%;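 note: 0% = vehicle and 100% = reference inhibitor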
MazF activator: increases E. coli MazEF RNase cleavage of RNA; hit rate 0.32% among 350,000; AID 504720; activation, % at 20 µM; P0AE70; FAM/BHQ RNA-DNA oligo cleavage fluorescence, 5 h; in the data active = activation above about 50%
GDH-TPI inh: GDH-TPI coupled enzyme inhibition counter-screen; GDH-TPI coupled enzyme counterscreen, NADH absorbance; inhibition, % at 4.8 µM; hit rate 1.2% among 360,000; AID 588335;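 note: 0% = DMSO wells and 100% = wells lacking the enzyme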
VHR inh abs: DUSP3 (human) phosphatase inhibition; P51452; recombinant VHR phosphatase, pNPP absorbance; inhibition, % at 13.3 µM; hit rate 0.52% among 290,000; in the data active = inhibition above about 50%; note: some compounds called inactive have numbers as strong as hits
Target sequence (P51452 whole entry, looked up): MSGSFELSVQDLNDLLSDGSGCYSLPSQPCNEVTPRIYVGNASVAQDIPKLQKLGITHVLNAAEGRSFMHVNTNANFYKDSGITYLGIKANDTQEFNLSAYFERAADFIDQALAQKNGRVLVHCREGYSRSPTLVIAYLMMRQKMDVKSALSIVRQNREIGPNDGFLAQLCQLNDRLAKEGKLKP
BioA inh: inhibitors of Mycobacterium tuberculosis BioA enzyme | purified M. tuberculosis BioA enzyme, plate reader | hit rate 0.096% among 360,000 | inhibition, % at 9.99 µM | AID 602481; in the data active = inhibition above about 40%; inconclusive = no clear call, values can overlap the other calls
Mtb UGM inh: inhibitors of M. tuberculosis UDP-galactopyranose mutase; inhibition, % at 10 µM; purified UGM, fluorescence polarization probe displacement; P9WIQ1; hit rate 0.06% among 320,000; in the data active = inhibition above about 10%, passing the limit was not always enough; inconclusive = no clear call, values can overlap the other calls
Target sequence (P9WIQ1 whole entry, looked up): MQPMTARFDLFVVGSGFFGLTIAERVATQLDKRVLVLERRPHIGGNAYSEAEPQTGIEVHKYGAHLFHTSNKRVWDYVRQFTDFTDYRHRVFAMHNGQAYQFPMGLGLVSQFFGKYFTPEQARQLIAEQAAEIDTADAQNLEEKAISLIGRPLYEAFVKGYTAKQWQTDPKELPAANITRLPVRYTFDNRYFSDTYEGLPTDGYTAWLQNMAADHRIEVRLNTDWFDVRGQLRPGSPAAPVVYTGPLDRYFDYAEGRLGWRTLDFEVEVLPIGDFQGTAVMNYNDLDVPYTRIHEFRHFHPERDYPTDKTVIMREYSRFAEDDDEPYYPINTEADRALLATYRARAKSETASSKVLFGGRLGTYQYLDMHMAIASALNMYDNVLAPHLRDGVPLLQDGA
CCHF vOTU inh: blocks the CCHF virus ovarian tumor domain protease | CCHFV vOTU protease, Pep-AMC fluorescence | inhibition, % at 11.5 µM | hit rate 0.55% among 370,000 | AID 651958; note: 0% = vehicle wells with enzyme and 100% = no enzyme wells
FadD28 FP inh: blocks FadD28 binding to the bisubstrate probe; fluorescence polarization; inhibition, % at 12.5 µM; hit rate 0.22% among 360,000; in the data active = inhibition above about 8.5%, passing the limit was not always enough; inconclusive = no clear call, values can overlap the other calls
BoNT-F LC inh: BoNT F light chain protease inhibition. Multiplex microsphere protease cleavage assay, flow cytometry. hit rate 0.22% among 360,000. inhibition, % at 10 µM; in the data active = inhibition above about 35%, passing the limit was not always enough; inconclusive = no clear call, values can overlap the other calls; note: plate controls were buffer without enzyme for full effect and enzyme alone for no effect
Rv3671c protease: Rv3671c (M. tuberculosis) protease inhibition. P9WHR9. inhibition, % at 5.96 µM. hit rate 0.048% among 320,000. AID 2606; in the data active = inhibition above about 38%;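 note: extracellular domain of Rv3671c used as enzyme; 0% = enzyme with DMSO and 100% = no enzyme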
Target sequence (P9WHR9 whole entry, looked up, the tested form may be a part): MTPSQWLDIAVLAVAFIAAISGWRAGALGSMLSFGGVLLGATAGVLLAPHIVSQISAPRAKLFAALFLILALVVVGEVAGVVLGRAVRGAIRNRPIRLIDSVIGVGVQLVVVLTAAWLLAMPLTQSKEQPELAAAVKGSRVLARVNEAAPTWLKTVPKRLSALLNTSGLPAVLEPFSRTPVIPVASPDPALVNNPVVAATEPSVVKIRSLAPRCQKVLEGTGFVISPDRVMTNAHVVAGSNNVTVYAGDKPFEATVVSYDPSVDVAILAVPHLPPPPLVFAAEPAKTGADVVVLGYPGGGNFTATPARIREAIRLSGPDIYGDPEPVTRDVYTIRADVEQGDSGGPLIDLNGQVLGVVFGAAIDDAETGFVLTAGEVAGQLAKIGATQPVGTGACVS
Starred values were filed as active, the others as inactive; i = inactive; ? = inconclusive; . = not tested or not shown. Cut-off read from the data, not from the text of the source, unless noted: active = inhibition above about 30%; inactive = the rest.

[1] Cc1cccc(CCN2C(Nc3ccccc3)=NC[C@@H]2C)c1
[2] COc1ccc(Br)cc1C(=O)Nc1ccc(O)cc1
[3] CCOc1ccc(N(Cc2ccccc2F)C2=NC3CS(=O)(=O)CC3S2)cc1 (centres undefined)
[4] c1cncc(CNC2=NCCCCC2)c1
[5] COC(=O)c1ccc(OCc2nc(N)nc(N3CCOCC3)n2)cc1
[6] CC(C)(C)N=C1SCC(C)(/C=N/O)S1 (centres undefined)
[7] CCOc1ccc(-c2nc(C#N)c(NC3CC3)o2)cc1
[8] CSc1sc(C)cc1/C=N/O
Compound	1	2	3	4	5	6	7	8
Mtb FBA inh	0	0	1	3	1	3	96*	0
MazF activator	2	5	4	-1	0	-1	-2	-16
GDH-TPI inh	0	11	2	8	-2	0	8	9
VHR inh abs	.	-8	13	-5	5	10	-11	6
BioA inh	0.2	1.5	-2.8	-0.3	-1.1	.	1.8	.
Mtb UGM inh	1.9	1.8	2.0	2.0	-0.2	2.6	0.4	-1.8
CCHF vOTU inh	0	-11	5	14	6	2	.	-15
FadD28 FP inh	-1.2	-1.3	-2.7	-0.2	0.6	-0.8	-2.9	-0.8
BoNT-F LC inh	-10	-12	-7	-1	0	-6	7	5
Rv3671c protease	-7	2	-4	-3	-7	-5	-8	-8

[9] Cc1cc(=O)[nH]c(NCCO)n1
[10] O=C(N/N=C/c1sc(=O)n(Cc2ccc(Br)cc2)c1Cl)c1ccco1
[11] CC(C)(C)NC(=O)CN(Cc1cccs1)C(=O)c1csnn1
[12] O=C(NNc1ccccc1Br)C(O)(c1cccc(C(F)(F)F)c1)c1cccc(C(F)(F)F)c1
[13] COc1ccc(-n2ncc3c(SCC(=O)NNC(C)=O)ncnc32)cc1
[14] O=C(COc1ccccc1)NC1CCSc2ccccc21 (centres undefined)
[15] Cc1ccc2[nH]c(C(=O)N3CCC(C(N)=O)CC3)cc2c1
[16] COc1ccc(CNC(=O)C(C)Sc2ccc(S(=O)(=O)N3CCOCC3)cn2)cc1 (centres undefined)
Compound	9	10	11	12	13	14	15	16
Mtb FBA inh	2	-1	0	2	1	-1	0	-3
MazF activator	21	14	-2	13	1	3	-1	-1
GDH-TPI inh	4	29	-10	6	12	-6	6	3
VHR inh abs	45	17	-5	-5	-5	.	0	.
BioA inh	.	.	0.4	.	.	.	-1.3	-0.8
Mtb UGM inh	1.7	2.2	-0.9	3.3	-1.8	1.0	2.7	.
CCHF vOTU inh	4	5	3	23	3	3	-6	3
FadD28 FP inh	-1.5	-3.0	-3.9	0.6	-0.2	-4.2	-3.6	-3.0
BoNT-F LC inh	-3	-5	-5	-1	-17	-4	-9	-5
Rv3671c protease	1	-7	2	-100	-1	3	-1	.

[17] CCCNc1ccc(C(=O)OCC)cc1[N+](=O)[O-]
[18] O=C(CSc1ncn[nH]1)N/N=C/c1ccc(C(F)(F)F)cc1
[19] O=C(O)Cn1cc(/C=C2\C(=O)NC(=O)N(c3ccc(Cl)cc3)C2=O)c2ccccc21
[20] O=C(NC1CCN(Cc2ccccc2)CC1)C12CC3CC(CC(C3)C1)C2
[21] Cc1ccnc(NC(=O)c2cccc(S(=O)(=O)N3CCCC3)c2)c1
[22] COc1ccc(C(=O)c2ccc(OC)c(Br)c2)cc1Br
[23] COc1ccccc1C(=O)Nc1nnc(-c2ccco2)s1
[24] O=C(Nc1nnc([C@H]2C[C@H](O)[C@@H](CO)O2)s1)Nc1ccc(F)cc1F
Compound	17	18	19	20	21	22	23	24
Mtb FBA inh	-6	-1	-6	-3	4	1	1	-2
MazF activator	-1	3	-86	3	-6	1	-2	.
GDH-TPI inh	16	1	-10	-7	-10	4	33*	3
VHR inh abs	12	10	7	13	6	1	2	.
BioA inh	.	-1.2	0.2	.	0.2	-1.3	-0.8	-1.7
Mtb UGM inh	-1.2	0.7	-8.2	2.4	0.2	2.7	3.4	.
CCHF vOTU inh	4	13	-6	-8	3	-3	-17	1
FadD28 FP inh	0.9	-0.8	-0.3	0.1	1.8	-0.5	-4.5	-4.4
BoNT-F LC inh	-3	-1	20	2	1	1	-1	-4
Rv3671c protease	5	-2	-21	-2	-4	-7	2	.

[25] CC(C)C1CC(CCNCc2ccc(N(C)C)cc2)(c2ccccc2)CCO1 (centres undefined)
[26] COC(=O)C1CN(C(=O)COc2ccc(C)cc2)c2ccccc2O1 (centres undefined)
[27] CCC(=O)N(CC(=O)Nc1sc(C)c(C)c1C(N)=O)C1CCCCC1
[28] Cc1cc2c(=O)[nH]c(N)nc2[nH]1
[29] c1ccc2c(N3CCCCC3)nc(N3CCCC3)nc2c1
[30] CCN1CC(CN(C)Cc2cn(-c3ccc(C)cc3)nc2-c2cccc(C)c2)CC1=O (centres undefined)
[31] O=C(CC(=O)c1cc(Cl)ccc1O)c1ccccc1
[32] Cc1ccc(Cn2c(NCCc3ccccc3)nc3c2c(=O)n(C)c(=O)n3C)cc1
Compound	25	26	27	28	29	30	31	32
Mtb FBA inh	8	-1	1	-1	9	-5	-2	-1
MazF activator	27	13	-6	-16	-7	16	6	3
GDH-TPI inh	22	3	9	1	-4	1	5	4
VHR inh abs	40	-5	16	.	6	16	8	13
BioA inh	-1.0	0.8	-1.3	0.3	2.5	.	-4.4	1.9
Mtb UGM inh	0.4	-0.7	-0.4	.	1.5	1.4	0.7	-0.4
CCHF vOTU inh	-5	3	17	-6	12	11	7	-12
FadD28 FP inh	-2.0	0.0	-2.2	-0.8	0.7	-2.3	1.3	-2.8
BoNT-F LC inh	-9	3	1	3	-4	-8	-19	6
Rv3671c protease	8	2	5	.	0	0	-3	7

[33] CCOc1ccc(NC(=O)/C(C#N)=C/c2ccc(N3CCCC3)c(C)c2)cc1
[34] Cc1ccc(C)c(NS(=O)(=O)c2c(C)ccc3nsnc23)c1
[35] CC(Nc1cc(=O)n(C)c(=O)[nH]1)c1ccccc1 (centres undefined)
[36] N#Cc1c(SC(C(=O)O)c2ccccc2)nc2c(c1-c1cccs1)CCCC2 (centres undefined)
[37] Cc1ccc(S(=O)(=O)c2c(C)cc(C)nc2N2CCCC2)cc1
[38] CC(C)N1CC2=C(C1=O)C(c1ccc(O)cc1)NC(=O)N2C (centres undefined)
[39] CC1(C)CC(=O)/C(=C(/O)Cc2ccccc2)C(=NCCc2ccccc2)C1
[40] Cc1cccc(Nc2ncnc3c2cnn3C)c1
Compound	33	34	35	36	37	38	39	40
Mtb FBA inh	-3	-2	0	-3	-1	1	1	1
MazF activator	i	0	-1	1	-8	3	-2	-1
GDH-TPI inh	11	16	4	5	5	14	2	10
VHR inh abs	10	15	15	2	28	16	30	22
BioA inh	7.7	-2.0	-2.7	11	.	.	.	0.5
Mtb UGM inh	2.2	-2.9	0.3	4.9	0.2	1.3	1.0	2.9
CCHF vOTU inh	-12	9	7	23	0	-6	0	-1
FadD28 FP inh	0.7	0.0	0.3	-8.7	-0.6	-1.1	-3.4	-2.4
BoNT-F LC inh	7	-1	-1	-1	-1	-1	-3	-2
Rv3671c protease	-2	5	1	-9	0	0	-4	-5

[41] Cc1ccc(OCC(=O)NCCC2=CCCCC2)cc1
[42] COc1cccc(N(CC(=O)NC(C)(C)C)C(=O)C2CSC(=O)C2)c1 (centres undefined)
[43] CCCCn1c(N)c(N(CC)C(=O)c2ccco2)c(=O)[nH]c1=O
[44] CCNC(=O)C1(C)CCCN(C(=O)CCc2cccs2)C1 (centres undefined)
[45] Cc1cc(C(F)(F)F)cc(NNC(=O)NC(=O)c2c(F)cccc2Cl)n1
[46] CCCC(c1nnnn1Cc1ccc2c(c1)OCO2)N1CCC(C(N)=O)CC1 (centres undefined)
[47] COc1ccccc1C(=O)NC(=S)Nc1ccc(N2CCCC2)cc1
[48] CCN(CCNC(=O)c1cccc(N2CCCC2=O)c1)c1ccccc1
Compound	41	42	43	44	45	46	47	48
Mtb FBA inh	5	-1	4	3	2	1	-2	3
MazF activator	7	3	4	.	5	-4	6	3
GDH-TPI inh	-9	-7	1	8	-1	8	7	1
VHR inh abs	-14	36	.	.	36	22	22	-14
BioA inh	0.9	-4.0	-1.2	-0.8	.	.	.	1.4
Mtb UGM inh	-0.1	-2.8	-1.3	.	-4.1	1.6	-0.8	-1.8
CCHF vOTU inh	7	-8	-9	17	-3	-10	7	9
FadD28 FP inh	-1.8	-3.7	-4.1	-0.5	-0.2	-0.2	-3.4	0.4
BoNT-F LC inh	-2	0	-2	1	?	6	-12	5
Rv3671c protease	-8	1	6	.	5	-1	-8	7

A different layout for some results above:
Sequence of screens: Mtb FBA inh | MazF activator | GDH-TPI inh | VHR inh abs | BioA inh | Mtb UGM inh | CCHF vOTU inh | FadD28 FP inh | BoNT-F LC inh | Rv3671c protease
41. Cc1ccc(OCC(=O)NCCC2=CCCCC2)cc1
    5 | 7 | -9 | -14 | 0.9 | -0.1 | 7 | -1.8 | -2 | -8
42. COc1cccc(N(CC(=O)NC(C)(C)C)C(=O)C2CSC(=O)C2)c1 (centres undefined)
    -1 | 3 | -7 | 36 | -4.0 | -2.8 | -8 | -3.7 | 0 | 1
43. CCCCn1c(N)c(N(CC)C(=O)c2ccco2)c(=O)[nH]c1=O
    4 | 4 | 1 | . | -1.2 | -1.3 | -9 | -4.1 | -2 | 6
44. CCNC(=O)C1(C)CCCN(C(=O)CCc2cccs2)C1 (centres undefined)
    3 | . | 8 | . | -0.8 | . | 17 | -0.5 | 1 | .
45. Cc1cc(C(F)(F)F)cc(NNC(=O)NC(=O)c2c(F)cccc2Cl)n1
    2 | 5 | -1 | 36 | . | -4.1 | -3 | -0.2 | ? | 5

(cont.)
[49] COc1c(Br)cc(Br)cc1/C=N/NC(=O)c1cccnc1
[50] COc1ccc(C)cc1NC(=O)CN1CCN(c2ccc(F)cc2)CC1
[51] CC1=C(C(=O)OCc2ccccc2)C(c2ccco2)C2=C(CC(C)(C)CC2=O)N1 (centres undefined)
[52] COC(=O)Cc1[nH]nc2c1C(c1cccc(OC)c1OC)C(C#N)=C(N)O2 (centres undefined)
[53] COc1ccc(OCC(=O)N2CCC(Cc3ccccc3)CC2)cc1
[54] COC(=O)CSc1nc(NC(C)(C)C)nc(N(C)C)n1
[55] CCCCn1c2c(c(=O)n(C)c1=O)C(CC(=O)OCC(=O)Nc1cccc(C(F)(F)F)c1)C(=O)N2 (centres undefined)
[56] Cc1ccccc1NC(=O)C1c2cccc[n+]2CC(=O)N1c1c(C)cccc1C (centres undefined)
Compound	49	50	51	52	53	54	55	56
Mtb FBA inh	-1	-2	4	5	3	-1	0	4
MazF activator	10	15	1	11	-5	0	2	63*
GDH-TPI inh	24	-5	19	-11	4	-1	3	5
VHR inh abs	7	22	7	-4	11	-1	-8	21
BioA inh	17	6.8	-2.2	1.0	1.3	.	0.0	0.7
Mtb UGM inh	5.8	-1.3	0.1	2.4	-1.4	0.4	1.2	-1.0
CCHF vOTU inh	4	10	0	-9	8	0	13	-1
FadD28 FP inh	-7.1	-1.6	-16	2.8	.	1.2	-0.2	-1.4
BoNT-F LC inh	-3	9	16	-2	-2	0	-10	-11
Rv3671c protease	.	0	4	6	-2	4	-10	-1

[57] COc1ccc(N(CC(=O)N2CCN(C)CC2)S(=O)(=O)c2ccccc2)cc1OC
[58] CC1(C)COC2(OC1)C(=O)Nc1ccccc12
[59] COc1ccc(/C=N/NC(=O)c2cccnc2)cc1CN1CCc2cc(OC)c(OC)cc2C1C (centres undefined)
[60] O=C(Oc1cccc2cccnc12)c1cccc(N2C(=O)C3C4CCC(C4)C3C2=O)c1 (centres undefined)
[61] C=CCNC(=S)N1CCN(CCN=Cc2c(C)[nH]n(-c3ccc([N+](=O)[O-])cc3)c2=O)CC1
Compound	57	58	59	60	61
Mtb FBA inh	-2	-2	-1	.	7
MazF activator	0	0	7	-5	4
GDH-TPI inh	11	-3	18	.	-1
VHR inh abs	-4	25	3	7	6
BioA inh	-3.5	-0.3	.	.	-1.3
Mtb UGM inh	-1.8	1.5	0.6	0.8	6.5
CCHF vOTU inh	2	6	-13	11	0
FadD28 FP inh	0.3	-3.1	-7.5	.	-0.1
BoNT-F LC inh	-2	1	-6	.	-3
Rv3671c protease	-1	-4	1	2	-3
